# TCR CD3 inh = inhibitors of human TCR-CD3 interaction, primary screen, biochemical, fluorescence, TAMRA-labeled TCR probe; T-cell receptor (TCR); inhibition, % at 9.4 µM; 360,000 compounds, 0.37% hits; AID 651800, 2012; in the data active = inhibition above about 19%;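 note: recombinant mutant TCR 2C K166C tagged with TAMRA read by polarization; 0% = receptor in buffer alone and 100% = receptor with positive control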
# UHRF1 binding = UHRF1 methylated DNA binding inhibitors, primary screen, counter-screen for MBD2 inhibitor project, biochemical, TR-FRET, human UHRF1, single concentration | UHRF1 binding to methylated oligo | E3 ubiquitin-protein ligase UHRF1 (Homo sapiens), Q96T88 | AID 687016, 2013 | 370,000 compounds, 0.75% hits | inhibition, % at 4.4 µM; in the data active = inhibition above about 21%;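 note: UHRF1 SRA domain binding a hemimethylated CpG hairpin DNA probe; 0% = median of test compound wells and 100% = reference inhibitor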
# PRMT1 inh = PRMT1 methyltransferase inhibitors, primary screen, biochemical, fluorescence polarization | recombinant PRMT1, activity-based probe fluorescence polarization | 370,000 compounds, 1.3% hits | Protein arginine N-methyltransferase 1 (Homo sapiens), Q99873 | inhibition, % at 2.79 µM;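 active = inhibition above about 21% made by adding two undisclosed values, limit read from the data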
# HTRA1 inhibitor = HTRA1 serine protease inhibitors, primary screen, biochemical, fluorescence polarization, HTS; Q92743; recombinant HTRA1, FP-rhodamine activity-based probe; inhibition, % at 5.96 µM; 340,000 compounds, 0.5% hits; AID 504803, 2011; in the data active = inhibition above about 36%;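 note: 0% = enzyme with DMSO and 100% = wells lacking enzyme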
# Target sequence (Q92743 whole entry, looked up): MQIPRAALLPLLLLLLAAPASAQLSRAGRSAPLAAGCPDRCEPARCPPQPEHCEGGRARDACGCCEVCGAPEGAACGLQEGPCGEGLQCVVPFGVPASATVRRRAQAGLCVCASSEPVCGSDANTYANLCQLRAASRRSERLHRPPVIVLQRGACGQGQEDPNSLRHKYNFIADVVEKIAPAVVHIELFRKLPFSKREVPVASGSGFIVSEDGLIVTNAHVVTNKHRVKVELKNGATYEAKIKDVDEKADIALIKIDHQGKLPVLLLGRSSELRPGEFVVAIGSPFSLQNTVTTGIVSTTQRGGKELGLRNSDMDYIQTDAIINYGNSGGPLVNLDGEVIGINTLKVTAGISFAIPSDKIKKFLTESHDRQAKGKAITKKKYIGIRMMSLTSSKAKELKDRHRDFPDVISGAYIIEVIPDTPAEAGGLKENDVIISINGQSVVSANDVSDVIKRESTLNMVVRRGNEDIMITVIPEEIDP
# ABHD4 inh = ABHD4 inhibitors, primary screen, biochemical, fluorescence polarization, mouse; inhibition, % at 8.92 µM; AID 720543, 2013; purified mABHD4, FP-Rh probe fluorescence polarization; 370,000 compounds, 0.54% hits;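 active = inhibition exceeding the mean over every tested compound plus 3 SD, cut at about 30% in these data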;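 note: 0% = plate median of compound wells and 100% = S159A mutant with DMSO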
# Target sequence (Q8VD66 whole entry, looked up): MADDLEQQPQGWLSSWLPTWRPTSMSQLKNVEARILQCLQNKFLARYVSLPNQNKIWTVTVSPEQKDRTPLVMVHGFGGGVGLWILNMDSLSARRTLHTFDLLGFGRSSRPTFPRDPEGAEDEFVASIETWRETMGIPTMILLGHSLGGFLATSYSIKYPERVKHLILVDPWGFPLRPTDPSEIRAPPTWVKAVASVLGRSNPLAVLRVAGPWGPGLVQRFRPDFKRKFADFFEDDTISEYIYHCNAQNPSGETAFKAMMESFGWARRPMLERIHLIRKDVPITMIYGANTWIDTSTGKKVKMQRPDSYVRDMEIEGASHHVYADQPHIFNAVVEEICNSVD
#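 system = mouse ABHD4 enzyme, wild type | medium = HEPES pH 7.0, NaCl, Pluronic buffer | also added = FP-Rh probe | incubation = Enzyme–compound pre-incubation 45 min, then probe 60 min, both 25 °C | technique = fluorescence polarization, excitation 525 nm, emission 598 nm, BODIPY TMR filters | controls = S159A mutant high control, sample median low control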
# PG9 binder = binders of HIV-1 gp120 antibody PG9, primary screen, biochemical, TR-FRET | inhibition, % at 6.7 µM | HIV-1 gp120 / PG9 antibody interaction | TR-FRET gp120-PG9 antibody binding | 360,000 compounds, 0.43% hits; in the data active = inhibition above about 8.5%
# Rev-erbA mod = modulators of Rev-erb alpha DNA binding, primary screen, biochemical, FITC-DNA, fluorescence polarization, uHTS; 370,000 compounds, 0.79% hits; activity, % at 10 µM; Rev-erbα–FITC-DNA binding, 90 min;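 active = activity above about 14%, limit read from the data; passing the limit was not always enough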;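 note: 0% = DMSO wells with 35 nM protein and 100% = DMSO wells with 750 nM protein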
# rCAG RNA binder = binders of r(CAG) RNA repeats, primary screen, biochemical, fluorescence. inhibition, % at 3 µM. r(CAG) RNA repeat, TO-PRO-1 dye displacement fluorescence. 370,000 compounds, 1.3% hits;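 active = inhibition above the plate cutoff, the mean of all test compounds on that plate plus 3 SD, cut at about 35% in these data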;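 note: 0% = DMSO alone and 100% = 100 µM mitoxantrone as full dye displacement; higher means more dye released from RNA so lower well fluorescence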
# MBD2 DNA inh = inhibitors of MBD2 binding to methylated DNA, primary screen, biochemical, TR-FRET, DNA-binding domain, human | Methyl-CpG-binding domain protein 2 (Homo sapiens), Q9UBB5 | MBD2 binding to methylated oligonucleotide | inhibition, % at 4.4 µM | 370,000 compounds, 0.31% hits | AID 686964, 2013; in the data active = inhibition above about 13%
# LEDGF integ inh = blockers of LEDGF/p75-dependent integrase strand transfer – biochemical, TR-FRET, high throughput, primary screen; TR-FRET IN-LEDGF/p75 DNA integration, Eu/Cy5; inhibition, % at 3.7 µM; AID 743269, 2014; 370,000 compounds, 0.64% hits;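 active = inhibition above the screen-wide mean plus 3 SD, cut at about 13% in these data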;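 note: signal is the Cy5 over europium emission ratio at 671 and 618 nm; 0% = plate median of compound wells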
# The depositor's hits bear a star; x = not tested or not shown.
Structure	TCR CD3 inh	UHRF1 binding	PRMT1 inh	HTRA1 inhibitor	ABHD4 inh	PG9 binder	Rev-erbA mod	rCAG RNA binder	MBD2 DNA inh	LEDGF integ inh
C[C@H](CO)N1C[C@H](C)[C@H](CN(C)S(=O)(=O)c2cccc(C#N)c2)OCc2cnnn2CCCC1=O	-1	2	3	3	7	-2.0	-1	0	6	0
Cc1ccc(C(=O)N2CCC[C@@H]2C(=O)N2CCC[C@@H]2C(=O)NCc2ccccc2)cc1	-7	5	2	x	0	1.0	-4	-1	2	1
O=C(NCCCN1CCOCC1)c1cc(-c2ccc(Cl)s2)nc2ccccc12	-7	2	3	-15	3	0.2	-1	1	3	0
O=C(O)C1CCCN1C(=O)Nc1ccc(F)cc1 (stereo unspecified)	5	1	2	2	1	-0.4	0	-1	5	1
COc1ccc(C(=O)NNC2=Nc3cccc4cccc2c34)cc1	-2	0	5	11	24	-16	8	3	-6	-7
Cc1cc(N)ccc1N=Nc1c(C)n(C)n(-c2ccccc2)c1=O	10	-4	2	6	11	-9.2	2	2	-10	-3
O=C(Cc1cc(C(=O)O)c2ccccc2n1)Nc1ccccc1	8	3	4	-18	0	-0.3	3	0	5	4
CCOP(=O)(OCC)C(Nc1cccc([N+](=O)[O-])c1)c1ccc(OC)cc1 (stereo unspecified)	0	0	-4	x	1	-6.1	-3	-8	-1	1
O=C(c1ccc(CN2CCOCC2)cc1)N1CCN(c2ccccc2)CC1	-1	-1	-4	9	1	-0.7	2	-7	4	-1
CCOc1cc(C(=O)Nn2cnnc2)cc(OCC)c1OCC	-1	-3	0	9	-5	-0.1	-3	-3	2	2
Cc1ccc2c(c1)C(=O)N1c3cc(C)c(C)cc3NC(=O)C1C(=O)N2 (stereo unspecified)	8	-1	1	x	-1	2.5	1	1	-4	-3
O=C(COC(=O)c1ccc(F)c(S(=O)(=O)N2CCOCC2)c1)Nc1ccc(Cl)cn1	1	2	-5	2	-5	-2.4	3	2	3	2
COc1cc(/C=N/N2CCN(C3c4ccccc4-c4ccccc43)CC2)ccc1O	4	-1	-3	10	9	-0.6	6	-2	-2	-1
CC(C)C(C#CC1CC1)NCc1ccc2c(c1)OCO2 (stereo unspecified)	x	1	2	x	2	x	-1	1	2	-2
CCC(Sc1nnc2c3ccccc3n(CC)c2n1)C(=O)Nc1sc2c(c1C#N)CCCC2 (stereo unspecified)	0	1	1	1	3	0.2	-10	4	4	0
O=C(NCC(c1ccc(F)cc1)N1CCOCC1)c1ccc(C(=O)c2ccccc2)cc1 (stereo unspecified)	0	1	-3	1	-4	-0.8	1	3	2	2
CCN(CC(=O)NCc1cccs1)C(=O)CCOc1ccccc1C	6	-2	-2	6	8	-2.8	11	-6	-3	-1
COC(=O)c1ccc(Nc2ncnc3sccc23)cc1	-2	-2	1	-9	-6	-1.2	4	5	2	-1
COc1ccc(-n2nc3c(c2NC(=O)c2ccc(S(=O)(=O)N4CCOCC4)cc2)CS(=O)C3)cc1 (stereo unspecified)	2	-2	1	-7	1	-0.4	-5	1	-5	1
Nc1nc(Cl)c(C=O)c(N2CCCCC2)n1	-2	0	-1	2	3	0.5	-4	-5	-2	-2
Cc1cccc(C)c1NC(=S)NC(=O)CCc1ccccc1	0	0	-1	-1	5	0.4	-1	-6	0	0
COc1cccc(-c2ccc3c(c2)C2CC3CCN2C(=O)c2ccc(-c3ccccc3)cc2)c1 (stereo unspecified)	7	-3	-2	-60	-1	0.4	4	9	-3	4
COCc1cc(CN2CCCC(C(=O)Nc3cccc(-n4cnnn4)c3)C2)ccc1OC (stereo unspecified)	-9	2	-1	4	-1	-0.5	0	-5	-1	4
Cn1c(=O)cc2c3c(c(N4CCCCC4)ccc31)C(=O)c1ccccc1-2	58*	2	18	x	104*	-25	-1	-5	-8	-4
COC(=O)c1nnn(-c2nc(N3CCOCC3)nc(N3CCOCC3)n2)c1C	5	-1	-3	8	-1	-0.5	1	-1	2	-2
CCOC(=O)c1c(-c2ccc(C)cc2)csc1NC(=O)c1cccc(N2C(=O)CCC2=O)c1	-4	2	2	2	0	-1.1	26*	-2	0	-2
NC(=O)C1(Nc2ccc(Cl)cc2)CCCC1	-5	0	2	2	-8	0.8	2	1	2	1
COc1ccc(C2/C=C\CN(C(=O)CC(C)(C)C)CC(=O)N2Cc2ccc(F)cc2)cc1 (stereo unspecified)	1	0	4	-3	6	0.4	2	-3	1	1
CCc1cc[n+](C2=C([O-])c3ccccc3C(=O)/C2=N\S(=O)(=O)c2cccs2)cc1	-7	2	10	27	29	-4.1	3	15	-15	8
CCCC(NC(=O)c1ccco1)c1nc2ccccc2[nH]1 (stereo unspecified)	7	-2	1	-3	0	-2.1	-4	0	-5	2

# Further entries
# Screens in order: TCR CD3 inh, UHRF1 binding, PRMT1 inh, HTRA1 inhibitor, ABHD4 inh, PG9 binder, Rev-erbA mod, rCAG RNA binder, MBD2 DNA inh, LEDGF integ inh
> S=C(SCc1cc(Cl)cc2c1OCOC2)N1CCSCC1
    -10, 2, 1, x, -7, -0.6, -4, 5, 4, -3
> CCCCCCCC(=O)OC(CN1CCCCCC1)CN1CCCC1=O (stereo unspecified)
    -3, -1, -12, 0, 2, -3.2, 0, -8, 0, 2
> CCCn1c(C)cc(C(=O)CN2C(=O)c3cccc(N)c3C2=O)c1C
    0, -8, 7, 2, -2, -2.3, -3, -2, -5, -1
> CCOC(=O)[C@H]1[C@H]2COc3ccc(OC)cc3[C@@H]2N2C(=O)CN(Cc3ccc(Cl)cc3)C(=O)[C@@]12C
    -2, -2, -1, 1, -8, -1.8, -5, -18, -6, 1
> O=C(O)/C=C\C(=O)N1CCc2ccccc21
    4, -2, 4, 8, 2, -0.1, -6, 3, -6, 3
> CCOC(=O)c1cnc2ccc(OCC)cc2c1NCCCN1CCOCC1
    -2, 8, -3, 6, -10, 2.0, 5, -7, 0, 3
> COc1ccccc1NC(=O)Nc1ccccc1C#N
    3, 0, -3, 1, -4, -3.6, 2, 2, -3, 2
> CCOC(=O)Cn1nc(C)cc1NC(=O)c1cc(OC)c(OC)c(OC)c1
    -2, 5, 6, -7, -7, -0.9, 1, -2, 6, 2
> O=C(CSc1nnc(-c2cccnc2)n1Cc1ccccc1)NCc1ccccc1
    -4, 2, 0, -5, 7, 1.0, 7, -8, 2, 2
> COc1ccc(C(=O)c2[nH]c(N)c(C(=O)c3c[nH]c4ccccc34)c2-c2ccc(F)c(OC)c2)cc1
    -2, -3, -1, x, -7, -2.2, 2, 11, 1, -3

# The closing 4 records of the section before come first, to join the parts.
# Screens in order: TCR CD3 inh, UHRF1 binding, PRMT1 inh, HTRA1 inhibitor, ABHD4 inh, PG9 binder, Rev-erbA mod, rCAG RNA binder, MBD2 DNA inh, LEDGF integ inh
> COc1ccccc1NC(=O)Nc1ccccc1C#N
    3, 0, -3, 1, -4, -3.6, 2, 2, -3, 2
> CCOC(=O)Cn1nc(C)cc1NC(=O)c1cc(OC)c(OC)c(OC)c1
    -2, 5, 6, -7, -7, -0.9, 1, -2, 6, 2
> O=C(CSc1nnc(-c2cccnc2)n1Cc1ccccc1)NCc1ccccc1
    -4, 2, 0, -5, 7, 1.0, 7, -8, 2, 2
> COc1ccc(C(=O)c2[nH]c(N)c(C(=O)c3c[nH]c4ccccc34)c2-c2ccc(F)c(OC)c2)cc1
    -2, -3, -1, x, -7, -2.2, 2, 11, 1, -3
> Cc1[nH]c2ccccc2c1-c1csc(NC(=O)CSCCO)n1
    1, 1, 2, 8, 1, -3.1, x, 3, -1, -3
> O=S(=O)(c1ccccc1C(F)(F)F)N1CCN(CC(O)COc2ccccc2F)CC1 (stereo unspecified)
    -6, 3, -2, -14, 11, -1.4, 2, -10, 6, 1
> Cc1ccc(Cl)c2c1NC(=O)C2(O)CC(=O)c1ccc(Br)cc1 (stereo unspecified)
    1, 3, 3, -17, -6, -2.1, -2, 9, 3, 3
> Cc1cc(C)c2nc(-n3nc(C)cc3N)cc(C)c2c1
    8, -1, 0, 3, 5, -1.5, -4, 3, -3, 1
> O=c1[nH]c(N/N=C\c2ccc(F)cc2)nc2ccccc12
    6, 2, 9, -5, -7, -3.6, 2, 23, 8, -4
> COc1ccc(NC(=O)c2sc(=O)n(Cc3ccccc3C#N)c2C)cc1OC
    8, 0, -1, x, 1, -0.7, -6, 0, -1, -2
> CC(=NCC1CCCO1)c1c(O)[nH]c(=O)[nH]c1=O (stereo unspecified)
    -2, 3, 2, 5, -6, -2.5, 1, 2, -5, 1
> O=C1C(NS(=O)(=O)c2cccs2)=C(N2CCN(Cc3ccccc3)CC2)C(=O)c2ccccc21
    5, -12, 1, 12, 22, -9.3, 3, 4, -14, 1
> CCCCNC(=O)C1(C)CCCCN1C(=O)c1c(F)ccc(C)c1F (stereo unspecified)
    0, 0, 2, x, 0, 0.7, -4, 0, 3, -3
> CC(C)CCNC(=O)C1CC(c2ccccc2[N+](=O)[O-])=NO1 (stereo unspecified)
    2, -2, -4, -10, 4, -0.6, 1, 0, -5, 2
> CC1=C(C(=O)OC(C)C)C(c2cncc(-c3ccc(F)cc3)c2)C(C#N)=C(N)O1 (stereo unspecified)
    -2, 2, 10, 2, 2, 0.5, 4, 7, 7, 2
> CCOc1cc(/C=N/NC(=O)c2ccc(CN3CCOCC3)cc2)ccc1OC
    -5, -1, 3, -1, 0, -1.2, -3, -6, 0, -2

# Three entries drawn at random from the list so far, as already listed:
# Screens in order: TCR CD3 inh, UHRF1 binding, PRMT1 inh, HTRA1 inhibitor, ABHD4 inh, PG9 binder, Rev-erbA mod, rCAG RNA binder, MBD2 DNA inh, LEDGF integ inh
> Cc1cccc(C)c1NC(=S)NC(=O)CCc1ccccc1
    0, 0, -1, -1, 5, 0.4, -1, -6, 0, 0
> COc1ccc(C(=O)c2[nH]c(N)c(C(=O)c3c[nH]c4ccccc34)c2-c2ccc(F)c(OC)c2)cc1
    -2, -3, -1, x, -7, -2.2, 2, 11, 1, -3
> CCCCNC(=O)C1(C)CCCCN1C(=O)c1c(F)ccc(C)c1F (stereo unspecified)
    0, 0, 2, x, 0, 0.7, -4, 0, 3, -3

# Source: PubChem

# Some of the compounds tested; count on the stated rates, not on these rows.
